From PubChem
RGS4 pot – potentiators or activators of RGS4; HEK293 M3R/inducible RGS4, carbachol calcium flux Fluo4; stronger effect = lower value; AID 463111; 0.92% of 310,000 active; B-score at 10 µM;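 active means B-score of the integrated calcium signal more than 4 SD below the library mean, with starting fluorescence not abnormally high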;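 further: negative B-score means reduced calcium response which marks RGS4 activation or potentiation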
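Reagent: ECmax carbachol challenge; Test system: M3R-expressing HEK293 line, RGS4 induced by doxycycline; Schedule: overnight RGS4 induction, 30 min dye load 37 °C, 20 min compound RT; Detection: calcium dye Fluo4 fluorescence; Read-out: Agonist-evoked peak-minus-minimum fluorescence over baseline, integrated ratio, B score.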
PolyA inhibitor – yeast polyadenylation inhibition; S. cerevisiae SKY197-pL101 polyadenylation reporter, beta-gal luminescence; efflux-impaired pdr1/pdr3 knockout yeast; score 100 = 6 SD above DMSO; calls only at 12 µM; 0.02% of 300,000 active;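 active means lowest replicate activity score at least 50, where 100 means six control SD above control mean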;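 further: yeast exposed to compound for 9 h at 30 °C; higher score means more reporter readthrough which indicates perturbed polyadenylation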
DYRK1A inh – inhibitors of rat Dyrk1A kinase | Q63470 | AID 504441 | ADP-Glo luminescence, NFATc1 peptide | 0.43% of 310,000 active | inhibition, % at 12.5 µM; in the data active means inhibition above about 50%;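 further: plate controls were vehicle with enzyme for no effect and no enzyme for full effect; many of its hits are not listed in these tables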
KCNK3 block – human KCNK3 channel inhibition, primary screen; O14649; B-score at 10 µM; AID 602410; 0.84% of 340,000 active; CHO-KCNK3 thallium flux, FluxOR fluorescence; stronger effect = lower value;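 active means B-score under library mean minus 4 SD, starting fluorescence ratio at most library mean plus 5 SD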;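 further: more negative B-score means stronger inhibition of thallium flux through KCNK3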
KCNQ1 block – inhibitors of human KCNQ1 potassium channel; CHO-K1 KCNQ1, FluxOR thallium flux fluorescence; stronger effect = higher value; B-score at 10 µM; 1.3% of 310,000 active; AID 2642;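 active means compounds whose thallium flux B-score, printed positive for inhibition, exceeds three library SD while starting fluorescence stays within three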;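 further: channel opened by potassium depolarization with thallium stimulus after 20 min compound exposure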
hERG rescue – hERG (human) protection from proarrhythmic block | Q12809 | activation (rescue from dofetilide block), less the hit threshold, % at 10 µM | CHO-hERG, FluxOR thallium flux, dofetilide IC70 present | 0.51% of 310,000 active | AID 1511;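 active means activation above the mean of controls blocked by dofetilide plus 5 SD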;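 further: thallium influx through hERG after potassium depolarization seen as dye fluorescence rise; in these data hits start at about 4.7%; inactives centre near -7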
GSK3B inh – inhibitors of human GSK3beta kinase; GST-GSK3beta kinase, ADP-Glo luminescence, 60 min; stronger effect = lower value; activity score (negative = inhibition), % at 10 µM; 0.038% of 300,000 active; AID 2097;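 active means more than half of replicate wells score below -50%, meaning over 50% inhibition versus plate controls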;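 further: 0% = median DMSO wells and -100% = median GW8510 positive control wells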
Target sequence (P49841 whole entry, looked up): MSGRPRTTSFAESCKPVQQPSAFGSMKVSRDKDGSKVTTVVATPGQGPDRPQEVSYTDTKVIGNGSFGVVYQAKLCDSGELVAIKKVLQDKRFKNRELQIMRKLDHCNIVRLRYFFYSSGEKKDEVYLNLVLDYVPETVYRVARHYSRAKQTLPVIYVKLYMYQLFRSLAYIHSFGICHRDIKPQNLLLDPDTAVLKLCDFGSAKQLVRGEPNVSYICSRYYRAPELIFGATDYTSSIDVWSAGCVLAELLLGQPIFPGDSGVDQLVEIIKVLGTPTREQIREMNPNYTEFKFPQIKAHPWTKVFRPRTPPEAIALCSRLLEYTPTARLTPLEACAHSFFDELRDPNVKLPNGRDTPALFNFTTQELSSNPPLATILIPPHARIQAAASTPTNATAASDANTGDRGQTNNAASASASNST
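test system = GST-tagged human GSK3beta kinase, cell-free | reagent = 25 µM ATP with peptide substrate | dosing = one dose of 10 µM per compound | schedule = 60 min reaction, RT | detection = luminescent ADP-Glo measurement of ADP formed | control set = DMSO neutral wells and GW8510 at 20 µM as positive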
GSK3A inh – blocks human GSK-3 alpha kinase. AID 2650. 0.1% of 320,000 active. ADP-Glo luminescence, 60 min. P49840. inhibition, % at 10 µM;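 in the data active means inhibition above about 50%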;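 further: GST-tagged GSK-3 alpha with peptide substrate and 25 µM ATP; 0% = DMSO neutral wells and 100% = GW8510 positive control wells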
Target sequence (P49840 whole entry, looked up): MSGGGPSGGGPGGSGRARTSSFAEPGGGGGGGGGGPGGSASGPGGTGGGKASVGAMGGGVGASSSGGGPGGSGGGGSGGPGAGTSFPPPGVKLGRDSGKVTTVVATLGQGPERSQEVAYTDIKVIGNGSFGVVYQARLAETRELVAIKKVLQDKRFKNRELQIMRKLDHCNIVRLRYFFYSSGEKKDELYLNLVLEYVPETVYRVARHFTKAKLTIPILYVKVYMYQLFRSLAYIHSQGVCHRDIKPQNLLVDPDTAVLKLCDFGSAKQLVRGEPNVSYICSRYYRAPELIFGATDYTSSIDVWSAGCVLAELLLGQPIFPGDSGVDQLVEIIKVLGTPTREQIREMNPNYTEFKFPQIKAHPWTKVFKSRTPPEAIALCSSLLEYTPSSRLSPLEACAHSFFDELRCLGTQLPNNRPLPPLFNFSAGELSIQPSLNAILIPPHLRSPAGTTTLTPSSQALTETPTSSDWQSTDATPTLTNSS
KCNQ1 act – potentiators or activators of human KCNQ1 potassium channel. P51787. CHO-K1 KCNQ1, thallium flux FluxOR fluorescence; stronger effect = higher value. B-score at 10 µM. 0.35% of 310,000 active;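 active means fluorescence ratio B-score, a plate-corrected score, at least three library SD, with initial intensity B-score within 5 SD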
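Test system: CHO-K1 cells stably expressing KCNQ1 / Medium: assay buffer / Also added: depolarizing K+/Tl+ stimulus, K2SO4 and Tl2SO4 each 12.5 mM in 5x stock / Incubation: 90 min dye loading and 20 min compound exposure, both at room temperature / Signal: thallium influx via FluxOR fluorescence, kinetic imaging / Evaluation: B score of baseline-normalized fluorescence ratio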
HDAC3 inhib – human HDAC3 inhibition. AID 2718. recombinant HDAC3, fluorogenic peptide/trypsin coupled, fluorescence. O15379. 0.15% of 320,000 active. inhibition, % at 8.3 µM; in the data active means inhibition above about 26%, passing the limit was not always enough
KCNK9 inh – inhibitors of human KCNK9 two-pore domain potassium channel; HEK293 KCNK9, FluxOR thallium flux fluorescence; stronger effect = lower value; B-score at 10 µM; AID 488922; 1.2% of 310,000 active;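 active means ratio B-score over 3 SD below the library mean, with starting fluorescence within 5 SD of its mean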;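 further: negative B-score means less thallium flux so channel inhibition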
Numbers without * were called inactive; i = inactive; . = not tested or not shown.

SMILES	RGS4 pot	PolyA inhibitor	DYRK1A inh	KCNK3 block	KCNQ1 block	hERG rescue	GSK3B inh	GSK3A inh	KCNQ1 act	HDAC3 inhib	KCNK9 inh
Cc1cc(N2C(=O)C(O)=C(C(=O)c3ccco3)C2c2ccc(O)cc2)no1 (configuration not stated)	i	i	5	i	i	-4	0	0	i	-5	i
COCCN1C(=O)Cc2c1nc(N)c1c(N)nc(N3CCN(c4ccc(F)cc4)CC3)c(C#N)c21	i	i	18	i	i	-15	2	-3	i	4	i
O=C1NC(Cc2c[nH]c3ccccc23)C(=O)N1Cc1ccccc1 (configuration not stated)	i	i	5	i	i	-12	1	0	i	3	i
COc1ccc(C)cc1S(=O)(=O)n1ccnc1C	i	i	-1	i	i	-11	1	-1	i	10	i
Cc1ccc2cc(CN(C)C(=O)C3CCCO3)c(=O)[nH]c2c1 (configuration not stated)	i	i	-5	i	i	-1	1	-2	i	3	i
O=C(Nc1ccc2nc(-c3ccccc3)oc2c1)c1ccco1	i	i	-4	i	i	-6	0	-2	i	-3	i
Cc1ccc(NN=Nc2nc3c([nH]2)c(=O)n(C)c(=O)n3C)cc1	i	i	-2	i	i	0	1	.	i	.	i
Cn1c(C23CC4CC(CC(C4)C2)C3)n[nH]c1=S	i	i	5	i	i	-9	0	0	i	-1	i
Cc1ccccc1S(=O)(=O)Cc1ccc(C(=O)NC2CCCCCC2)o1	i	i	0	i	i	-7	-2	0	i	-4	i
O=C(NNC(=S)NCc1ccccc1)c1ccc(Br)cc1	i	i	-9	i	i	-3	1	-1	i	7	i
COc1ccc(C(C(=O)NC(C)(C)C)N(Cc2ccco2)C(=O)CCC(=O)Nc2cc(C)on2)cc1 (configuration not stated)	i	i	0	i	i	-2	-3	0	i	-1	i
CSc1ccccc1C(=O)C1CCCN(Cc2c(C)n(C)n(-c3ccccc3)c2=O)C1 (configuration not stated)	i	.	4	i	i	-8	-4	-3	i	15	i
CC(C(=O)NCCN1C(=O)S/C(=C\c2cccnc2)C1=O)N1C(=O)c2ccccc2C1=O (configuration not stated)	i	i	-2	i	i	-5	1	-1	i	11	i
OC(CC#CCN1CCCCC1)(c1ccccc1)c1ccccc1	-7.5*	i	13	i	i	-13	-3	3	i	-6	i
O=C(Nc1ccc2[nH]c3c(c2c1)CCCC3)c1ccco1	i	i	9	i	i	-8	3	2	i	-5	i
Cc1ccccc1NC(=O)Cn1nc(C(=O)O)c2ccccc2c1=O	i	i	4	i	i	-6	1	1	i	-7	i
C=CCn1c(CNC(=O)c2ccco2)nnc1SCC(=O)c1ccccc1	i	i	.	i	i	-14	1	-2	i	-1	i
Cc1ccc(-c2nc(=S)c3c(n2Cc2cccnc2)CC(C)(C)OC3)cc1	i	i	4	i	i	-9	-2	-7	i	4	i
Cn1cc(-c2nnnn2-c2ccccc2)c(=O)c2ccccc21	i	i	0	i	i	-2	2	0	i	-1	i
C=CCn1c(SCC(=O)OCC)nc(C(F)(F)F)cc1=O	i	i	0	i	i	-7	3	-1	i	-14	i
O=C(COC(=O)CNC(=O)c1ccccc1)Nc1ccccc1Cl	i	i	-1	i	i	-3	2	-2	i	3	i
CCc1cc2cc(C)cc(C)c2nc1SCC(=O)Nc1cc(C)on1	i	i	-4	i	i	0	1	-5	i	0	i
Cc1c(NC(=O)Nc2ccc(C(C)C)cc2)c(=O)n(-c2ccccc2)n1C	i	i	-6	i	i	-7	-2	0	i	2	i
Cc1sc2ncnc(SCC(=O)N3CCCC3)c2c1C	i	i	17	i	i	-7	-6	-2	i	-2	i
CCOC(=O)N1CCc2c(sc(NC(C)=O)c2C(N)=O)C1	i	i	0	i	i	-9	-2	14	i	3	i
COc1ccc(/C=C/C(=O)N2CCN(c3ccccn3)CC2)c2ccccc12	i	i	.	i	i	-23	3	0	i	6	i
Cn1nc(C(=O)NC2CCCCC2)c2ccccc2c1=O	i	i	.	i	i	-3	-1	-2	i	8	i
O=C(NCc1ccccn1)c1cccc([N+](=O)[O-])c1	i	i	6	i	i	-12	-1	-2	i	0	i
Oc1ccc(CN2CCc3ccccc3C2)c2cccnc12	i	i	4	i	i	-5	0	-2	i	-2	i
COc1cc(C2C(C(=O)c3ccc(C)o3)=C(O)C(=O)N2c2cc(C)on2)cc(Br)c1O (configuration not stated)	i	i	7	i	i	-11	-1	4	i	-2	i
Cc1scc(C(=O)Nn2cnnc2)c1-c1ccccc1	i	.	-2	i	i	-10	-15	-2	i	-6	i
Cc1ccc(C(=O)C(C)OC(=O)C2=COCCO2)cc1C (configuration not stated)	i	i	4	i	i	-9	-2	-1	i	2	i
O=C(CCn1c(=O)[nH]c2ccsc2c1=O)N1CCN(Cc2ccc3c(c2)OCO3)CC1	i	i	4	i	i	-10	-4	0	i	-4	i
COc1cccc(OCC(=O)N2CCC3(CC2)CC(=O)c2ccccc2O3)c1	i	i	-4	i	i	-7	4	-1	i	7	i
CC[C@H](C)NC(=O)c1ccc(Cn2c(=S)[nH]c3c([nH]c4ccc(OC)cc43)c2=O)cc1	i	i	-3	i	i	-4	1	-3	i	7	i
Cc1ccc(-c2csc(NC(=O)CSc3nc(C)cs3)n2)cc1	i	i	-1	i	i	-20	-1	0	i	3	i
CCOC(=O)c1c(NC(=S)Nc2ccccc2)sc(C)c1C	i	i	3	i	i	-3	-2	0	i	3	i
COc1ccc(C(=O)N/C(=C\c2ccc3c(c2)OCO3)C(=O)Nc2ccc(C(=O)O)cc2)cc1	i	i	1	i	i	-1	3	-1	i	.	i
Cc1c(CCO)c(=O)[nH]n1S(=O)(=O)c1ccccc1	i	i	-5	i	i	-5	0	-3	i	-2	i
CCC(Cc1ccccc1)NC(=O)CCc1ccccc1 (configuration not stated)	i	i	-4	i	i	-6	-3	0	i	2	i
CCOc1cc(N2CCOCC2)c(OCC)cc1NC(=O)CN1CCCC1	i	i	6	i	i	-5	1	6	i	1	i
CCCc1nnc(NC(=O)CCC(=O)NC2CC2)s1	i	i	-3	i	i	-8	-1	-3	i	4	i
CC(C)C[C@H](NC(=O)c1nc[nH]c1C(=O)N[C@@H](CC(C)C)C(=O)OCc1ccccc1)C(=O)OCc1ccccc1	i	i	.	i	i	-6	0	-1	i	6	i
Cc1ccc(Oc2ccc(NC(=O)c3ccco3)cc2)cc1	i	i	14	i	i	-22	3	0	i	11	i
CCC1(CC)NC(=O)N(CC(=O)OCC(=O)c2ccccc2OC)C1=O	i	i	5	i	i	-6	1	-1	i	-6	i
Cc1ccc(SCc2cc(=O)[nH]c(N3CCN(Cc4ccccc4)CC3)n2)cc1	i	i	-7	i	i	-5	2	-2	i	-3	i
COc1cccc(Nc2nc(-c3sc(NC(=O)CC(C)C)nc3C)cs2)c1	i	i	3	i	i	-12	1	-2	i	7	i
N#C/C(=C\c1ccc(-c2ccc([N+](=O)[O-])cc2)o1)C(=O)Nc1nc(-c2cccs2)cs1	i	i	2	i	i	-10	2	0	i	-2	i
CCc1ccc(C2CC(c3ccccc3Cl)Nc3nc(N)nn32)cc1 (configuration not stated)	i	i	13	i	i	-6	1	.	i	5	i
COC(=O)[C@@H]1CC[C@H](C)[C@@H](c2ccc(C)cc2)N1C(=O)c1ccc(/C=N/O[C@@H](C)c2cn([C@H](CO)Cc3ccccc3)nn2)cc1	i	i	.	.	i	-9	3	-5	i	23	i
Cn1c(-c2ccco2)n[nH]c1=S	i	i	1	i	i	-8	-5	1	i	10	i
Cc1cn(C)c(=O)n(C)c1=O	i	i	-4	i	i	-2	2	-1	i	-1	i
O=C(O)c1ccccc1-c1ccccc1C(=O)NCCCO	i	i	-18	i	i	-12	-1	-5	i	1	i
CC(C)C[C@H](NC(=O)N1CC(=O)Nc2ccccc21)C(=O)N1CCC(C(=O)O)CC1	i	i	-3	i	i	-6	2	10	i	-6	i
CCCC(C(=O)Nc1ccc(C)c(S(=O)(=O)N2CCOCC2)c1)c1ccccc1 (configuration not stated)	i	i	5	i	i	-12	-1	-1	i	9	i
CC(C)C1Nc2c(O)cc(Cl)c([N+](=O)[O-])c2C2C=CCC21 (configuration not stated)	i	i	4	i	i	-21	2	.	i	.	i
COc1ccc(CCC(=O)NNC(=O)Nc2ccc(C(C)=O)cc2)cc1	i	i	3	i	i	-5	1	0	i	9	i
CCOc1ccc(N2C(=O)CC(/C=C3/N(C)c4ccccc4C3(C)C)C2=O)cc1 (configuration not stated)	i	i	-1	i	i	-2	-2	-1	i	0	i
Cc1ccc(Cl)cc1NS(=O)(=O)c1cn(C)nc1C	i	i	2	i	i	-7	-1	1	i	1	i
CC1CCCCN1CCCNC(=O)c1c(O)nc2ccccn2c1=O (configuration not stated)	i	i	2	i	i	-7	1	-1	i	-13	i

5 structures out of the list, sorted by length of the SMILES, smallest number first:
SMILES	RGS4 pot	PolyA inhibitor	DYRK1A inh	KCNK3 block	KCNQ1 block	hERG rescue	GSK3B inh	GSK3A inh	KCNQ1 act	HDAC3 inhib	KCNK9 inh
Cc1cn(C)c(=O)n(C)c1=O	i	i	-4	i	i	-2	2	-1	i	-1	i
Cn1c(-c2ccco2)n[nH]c1=S	i	i	1	i	i	-8	-5	1	i	10	i
CCc1ccc(C2CC(c3ccccc3Cl)Nc3nc(N)nn32)cc1 (configuration not stated)	i	i	13	i	i	-6	1	.	i	5	i
Cc1ccc(SCc2cc(=O)[nH]c(N3CCN(Cc4ccccc4)CC3)n2)cc1	i	i	-7	i	i	-5	2	-2	i	-3	i
CC(C)C[C@H](NC(=O)N1CC(=O)Nc2ccccc21)C(=O)N1CCC(C(=O)O)CC1	i	i	-3	i	i	-6	2	10	i	-6	i

The results go on.
SMILES	RGS4 pot	PolyA inhibitor	DYRK1A inh	KCNK3 block	KCNQ1 block	hERG rescue	GSK3B inh	GSK3A inh	KCNQ1 act	HDAC3 inhib	KCNK9 inh
O=C(O)COc1ccc2c(c1)O/C(=C\c1ccco1)C2=O	i	i	9	i	i	-11	1	6	i	3	i
Cc1sc2nc(COC(=O)c3cccc(OC(F)F)c3)[nH]c(=O)c2c1C	i	i	-4	i	i	-11	1	1	i	-3	i
O=C(CC1CCCC1)NNC(=O)c1ccc(F)cc1	i	i	-4	i	i	-10	1	-1	i	-1	i
CCCc1cc(=O)[nH]c(SCCc2ccccc2)n1	i	i	2	i	i	-3	4	-3	i	-6	i

Only part of the results is shown; the hit share may differ from the screen's.
